Compound activity as filed in PubChem BioAssay.
Tau FP inhib – blocks human tau fibril formation measured by polarization; Potency, µM (titrated, usually from 57.7 µM), for inactives: at the top dose activity, negative = inhibition, usual class: inhibitors; K18 P301L tau heparin fibrillization, Alexa594 FP, 6 h; P10636; 0.39% of 280,000 active; further: potency means the concentration at half of the fitted maximal effect; on the % scale 0 is the no-effect control and ±100 the full control effect; nearly all actives have a fitted effect of over 55% in size
Target sequence (P10636 561-689 P618L limits assumed): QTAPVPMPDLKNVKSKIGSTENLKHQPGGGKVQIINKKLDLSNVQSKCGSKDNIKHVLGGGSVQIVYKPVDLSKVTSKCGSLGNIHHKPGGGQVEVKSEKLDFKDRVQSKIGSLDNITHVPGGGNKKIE
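Human K18 P301L fragment (15 uM unlabeled plus 0.24 uM Alexa 594-labeled) in 100 mM sodium acetate pH 7 with compound, aggregation induced by 20 uM heparin for 6 hr at 37 C. ThT (30 uM) added for 1 hr, then Alexa 594 FP read.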
Tau fluor counter – counter-screen for tau fibril formation inhibitors. Potency, µM (series often up to 57.7 µM), for inactives: at the top dose activity change, negative = decrease. 0.93% of 280,000 active. tau K18 P301L Alexa594 fluorescence, heparin fibrillization; further: potency means the concentration at half of the fitted maximal effect; on the % scale 0 is the no-effect control and ±100 the full control effect; nearly all actives have a fitted effect of over 55% in size
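Human tau K18 P301L (15 uM unlabeled, 0.24 uM Alexa 594-labeled) in 100 mM sodium acetate pH 7 with 20 uM heparin, 6 hr at 37 C. ThT 30 uM added, 1 hr ambient; Alexa 594 FP and total fluorescence read at 555/632 nm.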
NPSR antag – neuropeptide S receptor (human) antagonism, cAMP | Q6W5P4 | 1% of 220,000 active | Potency, µM (top dose mostly 38.3 µM), for the others: at the top dose activity change, negative = inhibition, usual class: inhibitors | CHO-NPSR cells, cAMP TR-FRET, antagonist mode; further: potency means the concentration at half of the fitted maximal effect; on the % scale 0 is the no-effect control and ±100 the full control effect; nearly all actives have a fitted effect of over 50% in size; many of its hits are not listed in these tables
Target sequence (Q6W5P4 whole entry, looked up): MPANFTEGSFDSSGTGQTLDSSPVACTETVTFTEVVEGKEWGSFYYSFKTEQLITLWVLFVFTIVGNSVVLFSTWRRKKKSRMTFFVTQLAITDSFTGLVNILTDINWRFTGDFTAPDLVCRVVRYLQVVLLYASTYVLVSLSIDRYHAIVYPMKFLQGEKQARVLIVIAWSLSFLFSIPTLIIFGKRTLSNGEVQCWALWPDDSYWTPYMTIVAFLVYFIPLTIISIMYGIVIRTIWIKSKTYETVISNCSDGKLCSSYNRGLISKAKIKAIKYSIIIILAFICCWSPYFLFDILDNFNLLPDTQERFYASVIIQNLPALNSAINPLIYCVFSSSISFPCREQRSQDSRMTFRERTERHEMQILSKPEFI
CBFb-RUNX1 inh – CBF-beta/RUNX1 interaction disruption; Q01196+Q13951; AlphaScreen CBFb-His/RUNX1-biotin binding, biochemical; Potency, µM (titrated, usually from 59.8 µM), without a hit: at the top dose activity, negative = inhibition, actives largely listed as inhibitors; 230,000 tested, under 10 active; further: % of control where 0% means no effect
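Read-out: AlphaScreen. Format: His-CBF-beta with biotinylated RUNX1 (30 nM each) preincubated 20 min, compound 15 min, Ni-chelate plus streptavidin beads 90 min; room temperature throughout.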
TR SRC2 fluor cs – Texas Red fluorescence interference in TRb-SRC2 counter-screen; TRb/SRC2 Texas Red total fluorescence interference; Potency, µM (doses to about 106 µM), for inactives: at the highest dose fluorescence change, negative = quenching; AID 1479; 0.29% of 280,000 active; active means well fitted curve in either direction with a large enough effect; inconclusive means small, poorly fitted or top-dose-only effect; further: potency means the concentration at half of the fitted maximal effect; on the % scale 0 is the no-effect control and ±100 the full control effect
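Human TRb ligand-binding domain at 0.6 uM with 20 nM Texas Red SRC2 peptide in Tris buffer containing 1 uM T3 and 5% DMSO, incubated with compound 5 h at ambient temperature. Total fluorescence (555/632 nm) calculated as parallel + 2 × perpendicular.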
GLA spleen mod – inhibitors or activators of human alpha-galactosidase in spleen homogenate; 0.008% of 240,000 active; human spleen homogenate, 4MU-alpha-Gal fluorescence, 40 min; AID 2107; P06280; Potency, µM (series often up to 80 µM), without a hit: at the top dose activity change, negative = inhibition, usual class: inhibitors;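 further: potency means the concentration at half of the fitted maximal effect; 0% = enzyme with vehicle and -100% = no enzyme basal signal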
Target sequence (P06280 32-429 limits assumed): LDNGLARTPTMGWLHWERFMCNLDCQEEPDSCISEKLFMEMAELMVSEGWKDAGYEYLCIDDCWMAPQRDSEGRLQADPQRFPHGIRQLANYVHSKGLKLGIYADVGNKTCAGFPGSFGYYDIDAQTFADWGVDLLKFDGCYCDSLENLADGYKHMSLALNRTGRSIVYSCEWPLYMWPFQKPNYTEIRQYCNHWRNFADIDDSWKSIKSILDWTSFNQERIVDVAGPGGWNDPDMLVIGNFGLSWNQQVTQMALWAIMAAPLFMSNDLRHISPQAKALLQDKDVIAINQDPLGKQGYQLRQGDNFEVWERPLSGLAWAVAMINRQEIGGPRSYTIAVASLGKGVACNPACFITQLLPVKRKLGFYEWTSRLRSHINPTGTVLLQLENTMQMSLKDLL
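Human spleen homogenate (1 ug) was the enzyme source, with 4-methylumbelliferyl-alpha-D-galactopyranoside (1 mM final) in pH 5.0 citrate buffer with 0.01% Tween-20. Compounds were titrated; after 40 min at 37C, NaOH/glycine stop, 4-MU fluorescence read; AC50 from Hill fits.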
TRb SRC2 PPI – disrupts binding of human TR beta to SRC2; 0.065% of 280,000 active; Potency, µM (highest dose often 106 µM), inactives show at the top dose activity change, negative = inhibition, hits mostly inhibitors; P10828; TRbeta-SRC2 peptide binding, fluorescence polarization; receptor liganded with 1 µM T3; AID 1469;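 further: potency means the concentration at half of the fitted maximal effect; plate controls were bound peptide for no effect and peptide without receptor for full effect; nearly all actives have a fitted effect of over 50% in size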
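Human TRb ligand-binding domain (0.6 uM) is mixed with 20 nM Texas Red SRC2 peptide and 1 uM T3; after compound addition and 5 hr at ambient temperature, polarization is measured and normalized to unbound and bound controls.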
Epigenetic reg – derepresses silenced GFP reporter in murine cells; murine LDR cells, GFP reporter derepression, 30 h; AID 1865; 0.2% of 280,000 active; Potency, µM (series often up to 53.9 µM), for the others: at the top dose GFP activation, most hits filed as activators; further: potency means the concentration at half of the fitted maximal effect; % of control where 0% means no effect; nearly all actives have a fitted effect of over 60% in size
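GFP-positive cell count by laser-scanning cytometry (objects 20–120 um) after 30 h, 37 C compound exposure of murine LDR cells; reporter is CMV-GFP integrated at a silenced locus, inducible by HDAC or DNMT inhibitors.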
An asterisk follows results filed as active; ? = inconclusive; . = no result given; & = joins results of further samples; [ ] = remark or other dose. Unless noted, the call rests on the fitted dose curve; in most records, active means well fitted curve in the direction sought with a large enough effect; inconclusive means small, poorly fitted or top-dose-only effect, or another doubt; inactive means no such curve, though single readings can be large; an effect the other way counts as inactive or inconclusive. Only part of the results is shown; count on the stated rates, not on these rows.

SMILES | Tau FP inhib | Tau fluor counter | NPSR antag | CBFb-RUNX1 inh | TR SRC2 fluor cs | GLA spleen mod | TRb SRC2 PPI | Epigenetic reg
O=c1c2c(-c3ccccc3)csc2ncn1/N=C/c1cccc([N+](=O)[O-])c1O | -3% | -11% | -15% | -22% | -3% | 4% | 1% | -4.4%
CCCC[C@@H]1CN2[C@H](c3ccc(Br)cc3)[C@@H](C)CC[C@H]2C(=O)O1 | -3%[11.6 µM] | -5%[11.6 µM] | . | -3%[13.1 µM] | -1%[11.2 µM] | 0%[17.5 µM] | 2%[11.2 µM] | 2.3%[10.1 µM]
COC(=O)c1ccc(Cn2c(O)c(N=O)c3ccccc32)o1 | 0% | -6% | -9%[46.1 µM] | 0% | -1% | 3% | 2% | 2.5%
Cn1cc(CN2CCN(c3ncccn3)CC2)c(-c2cccc(Cl)c2)n1 | 3% | 0% | -25% | 0% | 2% | -4% | 1% | 2.2%
C/C(=N\N=C1\NC(=O)CS1)c1cccs1 | 12% | 4% | 7% | -5% | 1% | 6% | -1% | -0.2%
CCCCCCCCCC(=O)O[C@H](CC(=O)O)C[N+](C)(C)C | -1% | -3% | . | ? | -2% | 17% | -6% | 0.5%
COc1ccc(-n2nnnc2SCC(=O)c2ccc(O)c(O)c2)cc1 | 13% | -26% | -29%[46.1 µM] | -24% | -2% | -2% | 5% | 2.5%
Cc1ccc(NC(=O)Cn2c(=O)n(Cc3nc(C)no3)c(=O)c3cc4c(cc32)OCO4)c(Cl)c1 | 6% | 0% | . | . | -2% | . | -3% | 2.7%
CCc1ccc(OCC(=O)NNC(=O)c2cc3ccccc3o2)cc1 | ? | 0% | -1% | 2% | -7% | -14% | -9% | 0.0%
O=C(Nc1ccn(Cc2ccccc2)n1)c1n[nH]c([N+](=O)[O-])c1Cl | 11% | -1% | -22% | -1% | -8% | 11% | 0% | 2.3%
COCCNC(=S)N1CCc2cc(OC)c(OC)cc2C1COc1ccc(C(C)C)cc1 (stereo not given) | 6% | -18% | -44% | 0% | 0% | -1% | 9% | -1.1%
Cc1nn(Cc2ccccc2Cl)c(Cl)c1C(=O)NCCc1ccccc1 | 3% | 4% | -27% | 2% | 2% | -2% | 10% | -5.7%
COCCN(CCOC)C(=O)CCn1c(=O)oc2ccccc21 | 15% | 4% | 2%[46.1 µM] | 14% | -5% | 3% | -6% | -0.8%
N#C/C(=N\Nc1cccc([N+](=O)[O-])c1)C(=O)c1ccc(Br)cc1 | 14% | ? | 6.3µM* | ? | -10% | 0% | -2% | -0.6%
O=C(c1ccco1)N(Cc1cc2ccccc2[nH]c1=O)C1CCCCC1 | 2% | -2% | -24%[46.1 µM] | 3% | -1% | 5% | -6% | -0.2%
CN(C)C(=S)NC(=O)c1cccc(Cl)c1 | 6% | 5% | -10% | -2% | 2% | 3% | -3% | -0.4%
Cc1cc(C)nc(NS(=O)(=O)c2ccc(NC(=O)C3(c4ccc([N+](=O)[O-])cc4)CCCC3)cc2)n1 | 3% | -13% | -9% | -12% | 0% | -26% | -21% | -0.1%
Brc1cc2c(cc1Br)OCCOCCOCCOCCO2 | 4% | 3% | -7% | ? | -1% | -10% | -12% | -1.1%
COCCn1c(C)cc(C(=O)COC(=O)c2ccc[nH]c2=O)c1C | 1% | 3% | 7% | 0% | 2% | -4% | -5% | 1.0%
O=C(OCC(=O)N(C1CCCCC1)C1CCCCC1)c1ccco1 | 7% | -12% | -29%[46.1 µM] | 1% | -10% | 8% | -1% | -0.2%

Of the compounds above, 2 have a thiophene ring, fused or not:
SMILES | Tau FP inhib | Tau fluor counter | NPSR antag | CBFb-RUNX1 inh | TR SRC2 fluor cs | GLA spleen mod | TRb SRC2 PPI | Epigenetic reg
O=c1c2c(-c3ccccc3)csc2ncn1/N=C/c1cccc([N+](=O)[O-])c1O | -3% | -11% | -15% | -22% | -3% | 4% | 1% | -4.4%
C/C(=N\N=C1\NC(=O)CS1)c1cccs1 | 12% | 4% | 7% | -5% | 1% | 6% | -1% | -0.2%

Going on with the list.
SMILES | Tau FP inhib | Tau fluor counter | NPSR antag | CBFb-RUNX1 inh | TR SRC2 fluor cs | GLA spleen mod | TRb SRC2 PPI | Epigenetic reg
Cc1cc(F)ccc1S(=O)(=O)Nc1ncnc2scc(-c3ccc(F)cc3)c12 | 13% | -1% | -15% | 2% | 1% | 0% | 1% | 0.0%
Cc1cccn2c1nc(=S)n2C(=O)c1ccco1 | ? | -11% | 5% | 16% | -8% | 2% | -4% | -1.0%
COc1cccc(CNS(=O)(=O)c2c(C(=O)N3CCC(C)CC3)c(C)n(C)c2C)c1 | -5% | -5% | . | . | -1% | . | 2% | -3.3%
CCc1ccc(CC2S/C(=C(\C#N)C(C)=O)NC2=O)cc1 (stereo not given) | -2% | -7% | -18%[46.1 µM] | 13% | -3% | ? | -13% | 5.0%
CC(C)NC(=O)NC(=O)CSc1ccccc1F | 2% | 3% | 1%[46.1 µM] | 5% | -5% | 3% | 8% | 0.0%
Cc1cc(C)cc(OCc2nc(-c3cccnc3)no2)c1 | 3% | 8%[2.34 µM] | -6% | 7% | 3% | 5% | 6% | 2.2%
CCCn1c(=O)c2[nH]c(-c3ccc(OCC(=O)Nc4ccc(C(C)=O)cc4)cc3)nc2n(CCC)c1=O | -4% | -16% | . | 10%[21.7 µM] | -1% | -3% | -10% | 1.8%
COc1cccc(C(=O)Nc2c(C(=O)Nc3ccc(F)cc3)oc3ccccc23)c1OC | ? | -25% | . | . | 0% | . | -1% | 0.4%
O=C(CSc1nnc2c3ccccc3c3ccccc3c2n1)Nc1ccccc1F | ? | ? | ? | -3% | 2% | -2% | 5% | -2.3%
CN(C)c1ccc(CNC(=O)CN2CCSc3ccc(S(=O)(=O)N(C)C)cc32)cc1 | 10% | -17% | . | . | -6% | . | 1% | -0.6%
CCOC(=O)Cn1cc([N+](=O)[O-])c(OC)n1 | 6% | 4% | -16%[46.1 µM] | 6% | 0% | 1% | -8% | 10%
CCC(Sc1ccc2nnc(CCNS(=O)(=O)c3ccc(OC)cc3)n2n1)C(=O)OC (stereo not given) | 9%&-10% | 7%&-4% | -8% | ? | -6%&-1% | 26% | 14%&-6% | 0.9%&-3.3%
CCOC(=O)CNC(=O)C(CC(N)=O)NC(=O)OC(C)(C)C (stereo not given) | 0% | 2% | -20% | 13% | -6% | -2% | -8% | 2.1%
O=C(c1ccc(Nc2nc3ccccc3n3nnnc23)cc1)N1CCN(c2ccc(F)cc2)CC1 | 3% | ? | . | . | -1% | . | 3% | 4.1%
O=S(=O)(Nc1ccc(N2CCCCC2)cc1)c1ccccc1 | -4% | -8% | 3% | -3% | -2% | 8% | -6% | 1.1%
C/C(Cc1ccccc1)=N\NC(=O)C1CCCCC1 | -6% | 0% | -3% | -2% | -3% | 5% | 0% | 1.1%
Cc1cccc(C)c1NC(=O)CCS(=O)(=O)c1ccc2c(c1)n(C)c(=O)c(=O)n2C | -2% | 0% | . | . | -2% | . | 11% | 0.3%
CCOc1ccc(-c2cc3c(=O)n(CC(=O)NCc4ccccc4)ccn3n2)cc1 | 1% | 7% | . | . | -1% | . | -3% | -2.4%
COc1cc(C(=O)Nc2cc(C(F)(F)F)ccc2-n2cncn2)cc(OC)c1OC | 1% | 0% | -6% | 13% | -3% | 3% | -3% | 3.8%
CN(CCOc1cccc(C(F)(F)F)c1)Cc1ccccc1 | 3% | 7% | -28% | -3% | -5% | -4% | 4% | -0.1%

Only Epigenetic reg and TRb SRC2 PPI, for some of the entries so far:
mol | Epigenetic reg | TRb SRC2 PPI
O=C(CSc1nnc2c3ccccc3c3ccccc3c2n1)Nc1ccccc1F | -2.3% | 5%
CN(C)c1ccc(CNC(=O)CN2CCSc3ccc(S(=O)(=O)N(C)C)cc32)cc1 | -0.6% | 1%
CCOC(=O)Cn1cc([N+](=O)[O-])c(OC)n1 | 10% | -8%

(next part)
SMILES | Tau FP inhib | Tau fluor counter | NPSR antag | CBFb-RUNX1 inh | TR SRC2 fluor cs | GLA spleen mod | TRb SRC2 PPI | Epigenetic reg
CC(c1ccccc1)C1CC(=O)N(CC(=O)O)C1=O (stereo not given) | -3% | 2% | 8%[46.1 µM] | 6% | -2% | 2% | -2% | 0.0%
CCc1ccc(C(=O)c2cn(CC(=O)Nc3ccc(F)c(F)c3)c3cc(OC)c(OC)cc3c2=O)cc1 | ? | ? | . | . | -1% | . | -3% | -3.3%
Cc1ccc(NC(=O)[C@@H]2CCCN2S(=O)(=O)c2ccccc2F)cc1 | 8% | -4% | 2% | 5% | -2% | 3% | 1% | -0.2%
CCOc1cc(C(=O)Nc2ccc(-c3nc4ccccc4s3)cc2Cl)cc(OCC)c1OCC | ? | ? | . | . | -2% | . | -6% | -1.3%
COc1cc(-c2nnc(-c3cccs3)o2)cc(OC)c1OC | -6% | -7% | 2%[46.1 µM] | -4% | 1% | 6% | 0% | -4.1%
O=C(Cc1ccc(F)cc1)Nc1ccc(F)c([N+](=O)[O-])c1 | -4% | -14% | -7%[46.1 µM] | -1% | -5% | 1% | -5% | -0.8%
Cc1cccc(NC(=O)c2c(C)oc3ncnc(N4CCCCC4)c23)c1C | -1% | -5% | . | . | -6% | . | -2% | -1.3%
CC(=O)c1ccc(NC(=O)COc2ccccc2-c2nc(C(C)C)no2)cc1 | 0% | ? | . | . | 0% | . | 4% | 6.5%
CC(/C=C/c1ccc(OCc2ccccc2)cc1)=N\O | 10% | 13% | 6% | -4% | 0%[53 µM] | -1% | 4%[53 µM] | 0.0%
